CTSL1 counter: blocks F. hepatica cathepsin L1 in PFM18AAP counter-screen. recombinant F. hepatica cathepsin L1, Z-Leu-Arg-MCA fluorescence. inhibition, % at 5.96 µM. hit rate 0.49% among 300,000. AID 1906;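 active means inhibition above the mean of all tested compounds plus 3 SD, set per screening campaign, cut at about 17% in these data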;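 further: 0% = plate median of test compound wells and 100% = 1 µM Z-Phe-Ala-diazomethylketone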
GASC-1 inh: human JMJD2C demethylase inhibition. GST-JMJD2C(1-420) H3K9me3 demethylation, DELFIA europium. Q9H3R0. hit rate 0.069% among 330,000. AID 2099. inhibition, % at 2.35 µM;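 active means more than half of a compound's replicate wells show inhibition beyond 50%, single wells judged on their own value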;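 further: signal counts dimethyl H3K9 product captured on neutravidin plate; 0% = median of DMSO wells and 100% = 0.3 times that DMSO median; strong numbers were not always called active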
procasp7 counter: counter-screen: procaspase-7 (human) activation. recombinant procaspase-7, Ac-DEVD-pNA absorbance 405 nm; D23A/D198A/D206A triple mutant, cannot self-cleave; scale: DMSO 0, 5 µM enzyme 100. hit rate 0.093% among 330,000. P55210. activation, % at 8.5 µM;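 active means percent activation above the screen-wide mean plus 3 SD, cut at about 25% in these data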
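Assay system: Uncleavable procaspase-7 mutant enzyme; Input: 2 µM procaspase-7 mutant as dispensed; Also added: DEVD-pNA substrate; Medium: Zinc-free HEPES pH 7.4 with 300 mM NaCl, 0.01% Triton X-100; Timing: 1 h compound preincubation, 2 h substrate cleavage, 25 °C; Measured by: Epi-absorbance of released pNA at 405 nm, two timepoints.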
GRK2 inh: inhibitors of human GRK2 displacing RNA aptamer; hit rate 0.59% among 330,000; inhibition of aptamer binding, % at 10 µM; AID 488847; P25098; bead flow cytometry, FAM-aptamer displacement from GRK2;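 active means inhibition of aptamer binding above 40%, roughly 3 SD of noise, on plates passing a quality check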;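 further: median bead fluorescence of bound FAM aptamer so fluorescent compounds give negative values; no value below 0 was filed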
VLA-4 inh: inhibition in a human VLA-4 binding assay. P13612. VLA-4 expressing cells, ligand binding flow cytometry. inhibition, % (about 7 µM as worked out from the volumes in the protocol). hit rate 0.2% among 330,000. AID 2557; in the data active means inhibition above about 50%
HCV core dimer: blocks dimerization of HCV core protein | inhibition, % at 5 µM | TR-FRET GST/Flag-core106 dimerization, 1536-well | hit rate 0.33% among 300,000;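 active means inhibition above the mean of all tested compounds plus 3 SD, set per screening campaign, cut at about 45% in these data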
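test system = GST/Flag-tagged HCV core106 proteins | probe or stimulus = Eu donor and XL665 acceptor anti-tag antibodies | times = compound-protein-antibody incubation 4 h at 22.5 °C | signal = TR-FRET, excitation 340 nm, emission 617 and 671 nm | measure = percent inhibition of core106 dimerization signal | controls = wells lacking GST-core106 and wells with excess unlabelled core106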
proCasp3 act: activators of human procaspase-3; P42574; recombinant procaspase-3 D3A, Ac-DEVD-pNA absorbance 405 nm; activation, % at 8.5 µM; hit rate 0.11% among 330,000;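 active means activation above the mean of all tested compounds plus 3 SD, cut at about 21% in these data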;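 further: 0% = DMSO alone and 100% = DMSO wells spiked with extra 5 µM PC-3 D3A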
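material = Procaspase-3 D3A mutant | probe or stimulus = Ac-DEVD-pNA | compound = single dose, 8.5 µM nominal compound, 0.8% DMSO | timing = 1 h preincubation, 2 h reaction | measured by = 405 nm absorbance of p-nitroaniline, reads at 0 and 120 min | benchmarks = DMSO-only low control, 5 µM PC-3 D3A high control | repeats = singlicate, each compound tested once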
PP1 counter: PP1-alpha (human) inhibition in PP5 counter-screen; inhibition, % at 6.7 µM; purified PP1alpha, OMFP fluorescence; P62136; hit rate 0.9% among 320,000;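 active means inhibition above the mean inhibition of all tested compounds plus 3 SD, computed separately for each screening campaign, cut at about 15% in these data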
PP5 primary: blocks human protein phosphatase 5 activity; hit rate 0.18% among 320,000; P53041; purified PP5c, OMFP substrate fluorescence; AID 1987; inhibition, % at 6.7 µM;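 active means inhibition above the campaign's mean inhibition across all tested compounds plus 3 SD, cut at about 9.5% in these data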;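 further: 0% = DMSO only and 100% = 100 µM cantharidin control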
* = called active by the depositor; · = not tested or not shown.

SMILES | CTSL1 counter | GASC-1 inh | procasp7 counter | GRK2 inh | VLA-4 inh | HCV core dimer | proCasp3 act | PP1 counter | PP5 primary
CCCCc1ccc(NC(=O)Nc2c(C)n(C)n(-c3ccccc3)c2=O)cc1 | -3 | 25 | 4 | 0 | -15 | -1 | 0 | -4 | 1.0
COc1ccc(C2C(C(C)=O)=C(O)C(=O)N2c2ccc(Br)cn2)cc1 (stereo not drawn) | -3 | -1 | -5 | 0 | -4 | 0 | -11 | 5 | 1.7
Cc1ccnc(NC(=O)CCC(=O)N(CC(=O)NCc2ccc(F)cc2)CC2CCCO2)c1 (stereo not drawn) | 0 | 4 | 1 | 0 | -1 | 1 | 4 | -4 | 1.7
COC(=O)C1=CN(Cc2ccc(OC)cc2)C=C(C(=O)OC)C1c1cc(OC)c(OC)c(OC)c1 | 3 | 9 | 5 | 0 | 1 | 5 | 4 | 3 | -0.5
COc1ccc(NC(=S)N(CCc2c(C)[nH]c3ccc(C)cc23)Cc2cccs2)cc1 | 2 | 4 | 5 | 1 | 27 | 16 | -5 | 2 | 3.8
Cn1cc(CN2CCC(Oc3ccc(C(=O)N4CCCCC4)cc3)CC2)cn1 | -2 | 0 | 5 | 0 | 12 | -2 | 6 | 1 | -0.9
CC1CCN(C(=O)c2[nH]cnc2C(=O)Nc2cccc(Cl)c2)CC1 | · | 5 | 8 | 0 | 15 | · | 3 | -2 | 3.2
O=C(O)C1=C[C@H](c2cccs2)C[C@H](OCCCCO)O1 | -4 | -1 | -8 | 0 | 24 | 6 | 3 | -6 | -0.1
Cc1cc(C)nc(N/N=C/C=C/c2ccccc2)n1 | 5 | -1 | -8 | 1 | · | -10 | -7 | -2 | 2.4
COc1ccccc1COCC(O)CNCC1(N2CCCCC2)CCCCC1 (stereo not drawn) | -3 | -1 | -2 | 1 | 4 | -4 | -9 | 1 | 2.8
c1ccc2c(c1)SCc1nnc(-c3ccncc3)n1-2 | 1 | -2 | 0 | 2 | 6 | -1 | 5 | -2 | -1.0
CSCCC(NC(N)=O)C(=O)Nc1cccc(C#N)c1 (stereo not drawn) | -3 | -17 | -2 | 0 | 0 | 0 | 1 | -1 | -0.6
NS(=O)(=O)c1ccc(NC(=O)CN2CCc3ccccc3C2)cc1 | 7 | -2 | -6 | 2 | 8 | 12 | -1 | 2 | 0.9
Cc1cc(=O)oc2cc(OCC(=O)N(C)C3CCS(=O)(=O)C3)c(Cl)cc12 (stereo not drawn) | 1 | -1 | -4 | 5 | 9 | 1 | 3 | -5 | 1.6
COc1cc(NC(=O)CSc2nnc3ccc(-c4ccncc4)nn23)cc(OC)c1 | -4 | 39 | 14 | 4 | -1 | 3 | -2 | -2 | -1.1
CC(C)C(NS(=O)(=O)c1cccc2nsnc12)C(=O)Nc1nccs1 (stereo not drawn) | 0 | -6 | 2 | 2 | -4 | -3 | 9 | -3 | 1.1
Cc1ccc(/C=C2\CCn3c2nc2cc(C(=O)O)ccc2c3=O)c(C)c1 | 4 | -7 | -5 | 3 | -2 | 4 | 2 | 0 | -0.4
C=CC(=O)OCCOCCOCCOCCOC(=O)C=C | · | 15 | -3 | 0 | 9 | · | 8 | -3 | -0.9
CCNC(=O)CC1SC(=Nc2ccc(C)cc2)NC1=O (stereo not drawn) | -2 | -5 | 1 | 0 | 9 | 8 | -2 | -5 | -0.9
CN(C)c1ccc(/C=c2\sc3n(c2=O)CCCN=3)cc1 | 0 | 9 | -10 | 0 | -3 | -36 | -27 | -4 | 1.5
Cc1ccc(S(=O)(=O)NN=C2CCC(C(C)(C)C)CC2)cc1[N+](=O)[O-] (stereo not drawn) | -1 | -4 | 4 | 2 | 23 | -5 | 1 | -4 | 3.4
Nc1cc(N)nc(SCc2cccc(F)c2)n1 | 0 | 3 | -6 | 0 | 18 | 1 | -3 | -3 | 0.9
Cc1cc(C)c2c(CN3CC(C)OC(C)C3)cc(=O)oc2c1C (stereo not drawn) | 0 | 3 | -1 | 0 | 0 | 2 | -1 | 1 | -0.8
CCOC(=O)CCc1c(C)nc2cc(-c3ccccc3OC)[nH]n2c1=O | -3 | 1 | 3 | 2 | 12 | -2 | -4 | -3 | 0.5
CC(C)(C)OC(=O)C[C@@H]1C/C=C\C[C@H](CC(=O)N[C@H](CO)Cc2ccccc2)C(=O)N2CCC[C@H]2COC1=O | · | 3 | 2 | 2 | -4 | · | 1 | · | ·
O=C(NCc1ccc(F)cc1)C1CCCN(S(=O)(=O)c2ccc(-n3cnnn3)cc2)C1 (stereo not drawn) | -1 | 7 | 4 | 2 | -4 | -7 | 2 | 0 | -0.3
COc1ccc(CCNC(=O)/C=C/c2ccc(OC)c(S(=O)(=O)N3CCOCC3)c2)cc1 | 15 | -4 | 5 | 3 | 1 | 7 | 0 | -1 | 0.8
COCCN=C1Sc2nc3cc4c(cc3cc2CN1CC1CCCO1)OCO4 (stereo not drawn) | 2 | 0 | -3 | 1 | -4 | 6 | 3 | -3 | -0.1

6 entries from above, sorted by length of the SMILES, high to low:
SMILES | CTSL1 counter | GASC-1 inh | procasp7 counter | GRK2 inh | VLA-4 inh | HCV core dimer | proCasp3 act | PP1 counter | PP5 primary
O=C(NCc1ccc(F)cc1)C1CCCN(S(=O)(=O)c2ccc(-n3cnnn3)cc2)C1 (stereo not drawn) | -1 | 7 | 4 | 2 | -4 | -7 | 2 | 0 | -0.3
Cc1ccc(S(=O)(=O)NN=C2CCC(C(C)(C)C)CC2)cc1[N+](=O)[O-] (stereo not drawn) | -1 | -4 | 4 | 2 | 23 | -5 | 1 | -4 | 3.4
COCCN=C1Sc2nc3cc4c(cc3cc2CN1CC1CCCO1)OCO4 (stereo not drawn) | 2 | 0 | -3 | 1 | -4 | 6 | 3 | -3 | -0.1
Cc1cc(C)c2c(CN3CC(C)OC(C)C3)cc(=O)oc2c1C (stereo not drawn) | 0 | 3 | -1 | 0 | 0 | 2 | -1 | 1 | -0.8
CN(C)c1ccc(/C=c2\sc3n(c2=O)CCCN=3)cc1 | 0 | 9 | -10 | 0 | -3 | -36 | -27 | -4 | 1.5
Nc1cc(N)nc(SCc2cccc(F)c2)n1 | 0 | 3 | -6 | 0 | 18 | 1 | -3 | -3 | 0.9
